# High-throughput results as filed in PubChem BioAssay.
# KCNK3 inh: human KCNK3 channel inhibition, primary screen; O14649; B-score at 10 µM; AID 602410; CHO-KCNK3 thallium flux, FluxOR fluorescence; stronger effect = lower value; actives 0.84% (n = 340,000);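 active = B-score under library mean minus 4 SD, starting fluorescence ratio at most library mean plus 5 SD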;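 note: more negative B-score means stronger inhibition of thallium flux through KCNK3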
# KCNQ1 pot: potentiates or activates the human KCNQ1 potassium channel. P51787. CHO-K1 KCNQ1, thallium flux FluxOR fluorescence; stronger effect = higher value. B-score at 10 µM. actives 0.35% (n = 310,000);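 active = fluorescence ratio B-score, a plate-corrected score, at least three library SD, with initial intensity B-score within 5 SD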
# Target sequence (P51787 whole entry, looked up): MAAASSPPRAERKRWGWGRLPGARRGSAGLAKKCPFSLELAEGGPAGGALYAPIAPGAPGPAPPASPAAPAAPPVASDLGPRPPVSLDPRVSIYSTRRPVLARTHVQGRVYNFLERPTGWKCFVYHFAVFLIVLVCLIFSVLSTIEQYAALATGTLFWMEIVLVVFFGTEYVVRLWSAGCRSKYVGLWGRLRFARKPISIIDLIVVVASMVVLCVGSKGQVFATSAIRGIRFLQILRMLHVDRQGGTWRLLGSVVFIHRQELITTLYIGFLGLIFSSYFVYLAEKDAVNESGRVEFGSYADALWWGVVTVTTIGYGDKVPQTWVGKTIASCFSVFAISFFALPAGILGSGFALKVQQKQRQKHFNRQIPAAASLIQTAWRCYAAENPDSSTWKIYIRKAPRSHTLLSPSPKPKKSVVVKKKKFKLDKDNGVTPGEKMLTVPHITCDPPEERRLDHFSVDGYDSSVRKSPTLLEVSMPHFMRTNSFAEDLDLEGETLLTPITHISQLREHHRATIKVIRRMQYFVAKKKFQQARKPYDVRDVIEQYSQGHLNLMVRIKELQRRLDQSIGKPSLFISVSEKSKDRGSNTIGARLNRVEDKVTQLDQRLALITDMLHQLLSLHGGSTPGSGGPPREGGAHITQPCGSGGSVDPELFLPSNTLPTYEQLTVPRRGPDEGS
#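 assay system = KCNQ1-transfected CHO-K1 cells | medium = assay buffer with matched DMSO | probe or stimulus = depolarizing K+/Tl+ stimulus, K2SO4 and Tl2SO4 each 12.5 mM in 5x stock | dosing = single dose | incubation = dye 90 min, compound 20 min, room temperature | detection = kinetic FluxOR fluorescence, 10 s baseline plus 110 s post-stimulus | evaluation = ratio B score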
# DYRK1A inh: Dyrk1A (rat) kinase inhibition; ADP-Glo luminescence, NFATc1 peptide; inhibition, % at 12.5 µM; actives 0.43% (n = 310,000); in the data active = inhibition above about 50%;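 note: plate controls were vehicle with enzyme for no effect and no enzyme for full effect; many of its hits are not listed in these tables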
# hERG rescue: hERG (human) protection from proarrhythmic block | CHO-hERG, FluxOR thallium flux, dofetilide IC70 present | activation (rescue from dofetilide block), less the hit threshold, % at 10 µM | actives 0.51% (n = 310,000) | Q12809 | AID 1511;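 active = activation above the mean of controls blocked by dofetilide plus 5 SD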;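 note: thallium influx through hERG after potassium depolarization seen as dye fluorescence rise; in these data hits start at about 4.7%; inactives centre near -7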
# TRPC4 agonist: opens the mouse TRPC4 cation channel | Q9QUQ5 | HEK293 TRPC4beta/mu-opioid, Fluo4 calcium fluorescence; stronger effect = higher value | B-score at 10 µM | actives 0.49% (n = 310,000) | AID 2237;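 active = B-score above 5 SD of library B-scores, and initial fluorescence ratio not above library mean plus 5 SD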;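 note: positive B-score marks a calcium rise read as TRPC4 activation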
#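 System – HEK293 cells stably co-expressing mouse TRPC4beta and mu-opioid receptor · Signal – Fluo4 calcium-sensitive dye fluorescence, kinetic, 1 Hz baseline · Benchmarks – buffer (low) and maximal DAMGO (high) · Read-out – B score of integrated fluorescence ratio per well · Incubation – dye loading 45 min room temperature, 110 s kinetic read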
# KCNK9 block: inhibitors of human KCNK9 two-pore domain potassium channel; AID 488922; Q9NPC2; B-score at 10 µM; HEK293 KCNK9, FluxOR thallium flux fluorescence; stronger effect = lower value; actives 1.2% (n = 310,000);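 active = ratio B-score over 3 SD below the library mean, with starting fluorescence within 5 SD of its mean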;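 note: negative B-score means less thallium flux so channel inhibition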
# Target sequence (Q9NPC2 whole entry, looked up, the tested form may be a part): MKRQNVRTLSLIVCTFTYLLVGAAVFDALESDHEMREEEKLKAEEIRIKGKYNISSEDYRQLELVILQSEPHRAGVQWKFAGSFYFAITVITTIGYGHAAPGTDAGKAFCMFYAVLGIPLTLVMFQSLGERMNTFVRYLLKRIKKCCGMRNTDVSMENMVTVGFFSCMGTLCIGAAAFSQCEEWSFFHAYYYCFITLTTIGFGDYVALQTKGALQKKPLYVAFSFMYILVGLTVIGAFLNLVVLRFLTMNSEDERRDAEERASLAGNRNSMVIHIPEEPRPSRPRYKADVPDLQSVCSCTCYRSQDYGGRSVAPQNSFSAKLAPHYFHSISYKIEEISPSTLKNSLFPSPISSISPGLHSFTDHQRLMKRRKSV
# TRPC4 PAM: allosterically enhances the mouse TRPC4 cation channel. Q9QUQ5. HEK293 TRPC4beta/mu-opioid, DAMGO EC20, Fluo-4 Ca2+ flux; stronger effect = higher value. B-score at 10 µM. actives 0.42% (n = 310,000). AID 2227;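 active = B-score of calcium response area above 5 SD of library B-scores, with initial fluorescence ratio within 5 SD of library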;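 note: B-score of integrated fluorescence ratio over time as area under calcium response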
# TRPC4 block: TRPC4 (mouse) channel inhibition | Q9QUQ5 | actives 0.39% (n = 300,000) | HEK293 TRPC4beta/mu-opioid, DAMGO-evoked Fluo4 calcium flux; stronger effect = lower value | B-score at 10 µM;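 active = B-score over 3 SD under the library average, no early fluorescence shift, positive overall ratio signal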
#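 Assay system: HEK293 cells with stable TRPC4beta plus mu-opioid receptor expression. Dosing: single dose. Measured by: Fluo4 Ca2+ flux fluorescence. Also added: DAMGO in two steps, submaximal then maximal. Read-out: B score from integrated Fluo4 fluorescence ratio.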
# PolyA inh: inhibitors of polyadenylation in S. cerevisiae. S. cerevisiae SKY197-pL101 polyadenylation reporter, beta-gal luminescence; efflux-impaired pdr1/pdr3 knockout yeast; score 100 = 6 SD above DMSO. calls only at 12 µM. actives 0.02% (n = 300,000);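 active = lowest replicate activity score at least 50, where 100 means six control SD above control mean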;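 note: yeast exposed to compound for 9 h at 30 °C; higher score means more reporter readthrough which indicates perturbed polyadenylation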
# Platelet DG rel: modulates dense granule release in human platelets | human platelet-rich plasma, SFLLRN dense granule ATP release, luminescence | inhibition, %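 (compounds screened at 7.5 µM in platelet-rich plasma)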 | actives 0.22% (n = 300,000) | AID 1663;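 active = mean replicate score, as percent of positive control, at or above 50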
# KCNQ1 block: inhibitors of human KCNQ1 potassium channel; CHO-K1 KCNQ1, FluxOR thallium flux fluorescence; stronger effect = higher value; actives 1.3% (n = 310,000); P51787; AID 2642; B-score at 10 µM;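 active = compounds whose thallium flux B-score, printed positive for inhibition, exceeds three library SD while starting fluorescence stays within three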;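 note: channel opened by potassium depolarization with thallium stimulus after 20 min compound exposure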
# The depositor's hits bear a star; i = inactive; . = no result given. This is a subset; the hit share may differ from the screen's.
SMILES,KCNK3 inh,KCNQ1 pot,DYRK1A inh,hERG rescue,TRPC4 agonist,KCNK9 block,TRPC4 PAM,TRPC4 block,PolyA inh,Platelet DG rel,KCNQ1 block
O=C(CN1CCN(C(=O)c2cccc(F)c2)CC1)Nc1ccccc1F,i,i,-6,-8,i,i,i,i,i,-2,i
COc1ccc2[nH]c(C(=O)O)c(CCC(=O)O)c2c1,i,i,-1,-10,i,i,i,i,i,-1,i
Cc1nn(C)c(=O)n1-c1ccccc1,i,i,.,-12,i,i,i,i,i,1,i
CCn1c(CC(=O)Nc2ccc(F)cc2)nnc1SCC(=O)Nc1nncs1,i,i,3,-7,i,i,i,i,i,3,i
CCc1ccc(C(=O)CN2CCSC2=N)cc1,i,i,1,-2,i,i,i,i,i,8,i
CC(C)=CCCC1=CCC(/C(C)=N/NC(N)=O)CC1 (centres undefined),i,i,10,-5,i,i,i,i,i,2,i
O=C(CCn1c(=O)oc2ccccc21)NCCC1=CCCCC1,i,i,-7,-14,i,i,i,i,i,-4,i
COc1cccc(NC(=O)CSc2ncnc3c2oc2ccccc23)c1,i,i,3,-3,i,i,i,i,i,1,i
O=C1c2ccccc2-c2ccc(C(=O)N3CCCCC3)cc21,i,i,-2,-17,i,i,i,i,i,-15,i
CCCCC(CC)CN1C(=O)/C(=C/c2ccncc2)SC1=S (centres undefined),i,i,-4,-3,i,i,i,i,i,3,7*
O=C(CSc1nnc(CNC(=O)c2cccs2)o1)Nc1ccc(Cl)cc1,i,i,-2,-7,i,i,i,i,i,10,i
COc1cc2c(cc1OC)C(c1ccc(Cl)cc1)CC(=O)N2 (centres undefined),i,i,-10,-4,i,i,i,i,i,1,i
COc1cc(NC(C)=O)ccc1NC(=O)c1cc2ccccc2o1,i,i,12,-8,i,i,i,i,i,-13,i
O=c1[nH]cnc2scc(C3COc4ccccc4O3)c12 (centres undefined),i,i,6,-9,i,i,i,i,i,0,i
Cc1nc(-c2ccc(Cl)cc2)sc1C(=O)NN,i,i,3,-11,i,i,i,i,i,6,i
CSc1ccccc1-n1nnnc1SCC(=O)NCc1cccs1,i,i,10,-7,i,i,i,i,i,-3,i
O=C(CSCc1ccccc1)Nc1ccc(S(=O)(=O)Nc2ncccn2)cc1,i,i,-4,-7,i,i,i,i,i,15,i
COc1ccc(CNC(=S)Nc2cc(C)ccc2C)cc1,i,i,2,-9,i,i,i,i,i,-3,i
CCOC(=O)C1(CCCc2ccccc2)CCN(C(=O)C2CCCO2)CC1 (centres undefined),i,i,3,-4,i,i,i,i,i,-1,i
O=C(COC(=O)C1CC(=O)N(c2ccccc2)C1)c1ccccc1 (centres undefined),i,i,2,-6,i,i,i,i,i,-8,i
Cc1ccccc1OCC(=O)N/N=C1\CCOc2c(C)cccc21,i,i,2,-6,i,i,i,i,i,-8,i
O=C(Nc1ccc2c(c1)Cc1ccccc1-2)c1ccco1,i,i,-4,-3,i,i,i,i,i,4,i
CC(C)(C)NCc1cccn1-c1sc2c(c1C#N)CCCC2,i,i,1,-5,i,i,i,i,i,0,i
O=C(NCc1ccco1)C1CCCN1S(=O)(=O)c1ccccc1C(F)(F)F (centres undefined),i,i,-1,-16,i,i,i,i,i,3,i
O=C1CCCC2=C1C(c1cn(-c3ccccc3)nc1-c1cccs1)c1c([nH]c(=O)[nH]c1=O)N2 (centres undefined),i,i,-3,-2,i,i,i,i,i,5,i
CCCN=C1NC(=O)C(CC(=O)NCCc2ccccc2)S1 (centres undefined),i,i,-2,-3,i,i,i,i,i,4,i
COc1ccc(N(CC(=O)NCc2ccco2)C(=O)CCC(=O)Nc2nccs2)cc1,i,i,1,-10,i,i,i,i,i,-5,i
COc1ccc(/C=C(/NC(=O)c2ccc(C)cc2)c2nc3ccccc3[nH]2)cc1OC,i,i,-5,-9,i,i,i,i,i,3,i
CC1CCCN(C(=O)c2cc(N3C(=O)C4C5CCC(C5)C4C3=O)ccc2Cl)C1 (centres undefined),.,i,.,-5,i,i,i,i,i,1,i
Cc1ccc(C(=O)Nc2cccc(-c3ccc(N4CCOCC4)nn3)c2)cc1C,i,i,3,-7,i,i,i,i,i,18,i

# Grouped by structure, those above with an aryl thioether with sulfur outside any ring.
SMILES,KCNK3 inh,KCNQ1 pot,DYRK1A inh,hERG rescue,TRPC4 agonist,KCNK9 block,TRPC4 PAM,TRPC4 block,PolyA inh,Platelet DG rel,KCNQ1 block
CCn1c(CC(=O)Nc2ccc(F)cc2)nnc1SCC(=O)Nc1nncs1,i,i,3,-7,i,i,i,i,i,3,i
COc1cccc(NC(=O)CSc2ncnc3c2oc2ccccc23)c1,i,i,3,-3,i,i,i,i,i,1,i
O=C(CSc1nnc(CNC(=O)c2cccs2)o1)Nc1ccc(Cl)cc1,i,i,-2,-7,i,i,i,i,i,10,i
CSc1ccccc1-n1nnnc1SCC(=O)NCc1cccs1,i,i,10,-7,i,i,i,i,i,-3,i

# More results.
SMILES,KCNK3 inh,KCNQ1 pot,DYRK1A inh,hERG rescue,TRPC4 agonist,KCNK9 block,TRPC4 PAM,TRPC4 block,PolyA inh,Platelet DG rel,KCNQ1 block
Cc1nc2ccc(F)cc2cc1C(=O)NCc1ccco1,i,i,7,-5,i,i,i,i,i,-2,i
COc1cccc(/C=N/NC(=O)CN2C(=O)NC3NC(=O)NC32)c1 (centres undefined),i,i,4,-2,i,i,i,i,i,12,i
O=C(Nc1ccccc1Cl)Oc1ccc(Cl)cc1Cl,i,i,-3,-6,i,i,i,i,i,12,i
Cc1cccc(C)c1NC(=O)Nc1ccc(S(N)(=O)=O)cc1,i,i,-1,-6,i,i,i,i,i,-8,i
COC(=O)c1cc(C(=O)N(Cc2ccccc2)c2ccccn2)cc([N+](=O)[O-])c1,i,i,-8,-4,i,i,i,i,i,1,i
CC(=O)NC(Cc1c[nH]c2ccccc12)C(=O)N/N=C/c1ccccc1 (centres undefined),i,i,-3,-15,i,i,i,i,i,-6,i
CCOc1ccc(CCNC(=O)c2cc3ccccn3n2)cc1OCC,i,i,-6,-9,i,i,i,i,i,-1,i
COCCn1c(SCC(=O)Nc2cc(C)on2)nnc1-c1ccccc1,i,i,-1,-5,i,i,i,i,i,-3,i
COc1ccc(OC)c(Nc2nc(-c3cccc([N+](=O)[O-])c3)nc3ccccc23)c1,i,i,2,-11,i,i,i,i,i,-14,i
CN1/C(=C\C(=O)COc2ccc3c(c2)OCO3)C(C)(C)c2ccccc21,i,i,0,-16,i,-8*,i,i,i,-1,i
CCC(C)NC(=O)[C@H]1N2C(=O)c3ccccc3C2SC1(C)C (some centres undefined),i,i,0,-9,i,i,i,i,i,-5,i
CCCCc1n[nH]c2c1/C(=N/O)CC(C)(C)C2,i,i,3,-4,i,i,i,i,i,-2,i
COC(=O)c1ccc(Cc2ccccc2)o1,i,i,-4,-8,i,i,i,i,i,-11,i
O=C1C2C3C=CC(O3)C2C(=O)N1CC(O)c1ccccc1 (centres undefined),i,i,9,-4,i,i,i,i,i,-2,i
CCc1ccc(CNC(=O)CCc2cn(C)c3ccccc23)cc1,i,i,-5,-4,i,i,i,i,i,-4,i
O=C(N/N=C1\C2CN3CCN(C2)CC1(c1ccccc1)C3)Nc1ccccc1,i,i,-1,-8,i,i,i,i,i,4,i
COCc1cc(=O)n2c([nH]c3ccccc32)c1C#N,i,i,7,-3,i,i,i,i,i,-2,i
CCOC(=O)c1ccccc1OCc1cc(/C=N/NC(=O)c2cccnc2)ccc1OC,i,i,6,-12,i,i,i,i,i,15,i
CCCn1nnnc1NCc1c(F)cccc1Cl,i,i,-68,-17,i,i,i,i,i,9,i
COCc1nnc(NC(=O)C(C)C)s1,i,i,6,-11,i,i,i,i,i,1,i
O=c1[nH]cc(S(=O)(=O)N2CCOCC2)c(=O)[nH]1,i,i,1,-8,i,i,i,i,i,6,i
Cc1cccc(N=Nc2c(C)c(C#N)c(O)[nH]c2=O)c1,i,i,0,-10,i,i,i,i,i,-3,i
Cc1ccc(CCNC(=O)C2CC(c3ccc(C(F)(F)F)cc3)=NO2)cc1 (centres undefined),i,i,-1,-4,i,i,i,.,i,-3,i
N/C(=N\OC(=O)c1ccc(Br)cc1)c1ccncc1,i,i,2,-1,i,i,i,i,i,17,i
O=C(NCCN1CCCC1)c1ccc(CS(=O)(=O)c2c(Cl)cccc2Cl)o1,i,i,12,-4,i,i,i,i,i,4,i
O=C(NCC(=O)N(Cc1ccccc1)C(C(=O)NC1CCCC1)c1cccnc1)c1ccco1 (centres undefined),i,i,4,-7,i,i,i,i,i,-2,i
Cc1cc(/C=C(\C#N)C(=O)O)c(C)n1CCC(C)C,i,i,-6,-7,i,i,i,i,i,2,i
CC(=O)Nc1cccc(NC(C)=C(C#N)C#N)c1,i,i,-1,-6,i,i,i,i,i,-12,i
O=S(=O)(c1ccccc1)N1C2CCC1CC(O)(c1cccnc1)C2 (centres undefined),i,i,1,-3,i,i,i,i,i,12,i
O=C(COC(=O)c1ccc2ccccc2n1)NCc1ccccc1,i,i,-3,-5,i,i,i,i,i,10,i
Cc1ccn2c(=O)cc(C)nc2c1,i,i,-2,-18,i,i,i,i,i,-2,i
O=C(CSc1nnc(CNC(=O)c2ccccc2F)o1)NCCc1ccccc1,i,i,-7,-4,i,i,i,i,i,5,i
COc1cc(OC)cc(C(=O)N[C@H](C(=O)Nc2ccc(F)cc2F)C(C)C)c1,i,i,-3,-7,i,i,i,i,i,3,i
Cc1cc(C(=O)CSc2nc(N)cc(N)n2)c(C)n1C1CC1,i,i,-2,-2,i,i,i,i,i,-5,i
CC(Oc1cc2oc(=O)c3c(c2cc1Cl)CCC3)C(=O)NCCCN1CCOCC1 (centres undefined),i,i,-3,-5,i,i,i,i,i,-9,i
CCc1ccc(NC(=O)C(=S)NC2CCCCC2)cc1,i,i,0,-17,i,i,i,i,i,3,i
CN(C(=O)COC(=O)c1cc(-c2ccco2)nc2ccccc12)C1CCS(=O)(=O)C1 (centres undefined),i,i,26,-7,i,i,i,i,i,-3,i
CC(C)(C)NC(=O)C(c1ccc(F)cc1)N(Cc1ccccc1Cl)C(=O)c1ccn[nH]1 (centres undefined),i,i,-5,-10,i,i,i,i,i,-1,i
